# 14-3-3 PPI: modulators of human 14-3-3 gamma - Raf peptide interaction. inhibition, % at 40 µM. hit rate 0.19% among 160,000. P61981. AID 422. FP, 14-3-3gamma / TMR-pS259-Raf peptide binding; in the data active means inhibition above about 30%;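 further: 0% = protein plus tracer without compound and 100% = blank with tracer alone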
# Target sequence (P61981 whole entry, looked up): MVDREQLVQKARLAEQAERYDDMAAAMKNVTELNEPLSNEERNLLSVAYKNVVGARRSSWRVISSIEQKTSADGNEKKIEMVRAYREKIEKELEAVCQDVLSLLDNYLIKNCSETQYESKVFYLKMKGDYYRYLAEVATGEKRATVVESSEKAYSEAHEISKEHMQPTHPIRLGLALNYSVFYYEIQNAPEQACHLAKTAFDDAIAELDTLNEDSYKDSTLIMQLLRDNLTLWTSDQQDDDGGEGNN
# Numbers without * were called inactive; & = joins results of further samples.
smiles | 14-3-3 PPI
COc1ccc2c(c1)CCc1sc(NC(=O)C34CC5CC(CC(C5)C3)C4)nc1-2 | -10
CCOC(=O)N1CCN(Cc2nc3c(c(=O)[nH]c(=O)n3C)n2Cc2ccccc2C)CC1 | -8
CCOC(=O)C(NC(=O)Nc1nc2ccccc2s1)(OCC(F)(F)F)C(F)(F)F (centres undefined) | -6
COc1ccc(OC)c(Nc2cc(C)nc3ccccc23)c1 | -3
COc1ccc2c(CC(=O)Nc3nnc(C4CC4)s3)coc2c1 | 3
C=CCN(C(=O)CN(C)S(=O)(=O)c1ccc2c(c1)CCC(=O)N2)C1CCCCC1 | -13
FC(F)(F)c1cc(-c2ccc(Br)cc2)nc2c(-c3ccccc3)cnn12 | -6
O=C(CSc1nc2c(c(=O)n1-c1ccc(Cl)cc1)SCC2)Nc1ccc(Cl)cc1 | -15
CSc1nc(N)c2c3c(sc2n1)CC(C)CC3 (centres undefined) | 2
CCOc1ccccc1C1SCC(C(=O)O)N1C(C)=O (centres undefined) | 8
CCN(CC)S(=O)(=O)c1ccc(NC(=O)c2ccc(NS(C)(=O)=O)cc2)cc1 | -8
Cc1nnc(Sc2cc(C(=O)NCc3cccnc3)c3ccccc3n2)s1 | -5
COc1ccc(N(CC(=O)O)S(=O)(=O)c2ccc(OC)c(OC)c2)cc1 | 5&-2
O=c1[nH]cnc2ccccc12 | -6
O=C(CSc1nc2ccccc2n1S(=O)(=O)c1ccccc1)Nc1ccc([N+](=O)[O-])cc1Cl | -12
Cc1ccc(-c2nonc2N)cc1 | 1
CN1CCN(C(=O)CCCN2C(=O)c3cccc4cccc(c34)C2=O)CC1 | -5
CCC(=O)N1CCc2cc(S(=O)(=O)NCc3ccc4c(c3)OCO4)ccc21 | -8
C=CCn1c(SCc2ccc3nonc3c2)nnc1-c1ccco1 | -17
O=C(c1ccccc1)c1ccc(Cl)cc1N=Cc1cc([N+](=O)[O-])ccc1O | 7
CCN1C(=O)/C(=C\N2CCCCCC2)SC1=S | -13
CCCCCc1ccc(SCCc2ccc(C)nc2)cc1 | -9
CCOC(=O)C1CCN(CC(=O)Nc2c(C(=O)OC)[nH]c3ccccc23)CC1 | -1
COCCn1c(SCC(=O)Nc2nnc(C)s2)nnc1-c1c[nH]c2ccccc12 | -4
COc1cc2c(=O)n(-c3ccc(C)cc3)c(=O)n(CC(=O)c3ccc4c(c3)OCO4)c2cc1OC | -9
COc1ccc(C)cc1NC(=O)C1CC(=O)N(Cc2ccco2)C1 (centres undefined) | 1
CCS(=O)(=O)CCSc1nc2ccccc2o1 | -1
O=C(Oc1ccc2ccccc2c1)c1ccco1 | -7
O=C(Nc1nc(-c2ccncc2)cs1)c1ccco1 | -40
CCOc1ccc(C(=O)Nc2cc(C)on2)cc1 | 2
O=C(c1cccn2c(=O)c3cc4ccccc4cc3nc12)N1CC=C(c2ccccc2)CC1 | -28
COc1ccc(-n2c(=O)c3ccccc3n(CC(=O)Nc3cccc(OC)c3)c2=O)cc1 | -2
COc1ccc(OC)c(C2NC(c3cc(OC)ccc3OC)C(C)C(C)(O)C2C)c1 (centres undefined) | 2
O=C(Cc1ccccc1)OCCN1C(=O)c2cccc3c(N4CCCCC4)ccc(c23)C1=O | -9
O=c1oc(-c2cc3ccccc3o2)nc2sc3c(c12)CCCC3 | -1&-15
O=C(Nc1nc2ccc(S(=O)(=O)N3CCCCC3)cc2s1)c1ccncc1 | -14
O=C(CSc1ccc2c(c1)OCCO2)NCc1ccco1 | -7
CCOC(=O)C(C)Sc1nc(N)c(NC(=O)c2ccc(OC)c(OC)c2)c(=O)[nH]1 (centres undefined) | -2
CCOC(=O)c1c(C)[nH]c(C(=O)OCC(=O)N2CCc3ccccc32)c1C | 2
CC(=O)N1CC(C)OC1c1ccccc1 (centres undefined) | 2
COCCN1C(=O)c2ccccc2C(C(=O)NCc2ccco2)C1c1cn(C)c2ccccc12 (centres undefined) | -1
COc1nc(C)ccc1-c1noc(-c2ccncc2)n1 | 8
O=C(CN1CCc2ccccc2C1)Nc1ccccc1N1CCCCCC1 | -14
CCCCN(C)c1ncnc2c1c(-c1ccccc1)cn2-c1ccc(Br)cc1 | -6
CCOc1ccc(N2CCc3c2nc2ccc(Br)cc2c3N)cc1 | -1
CN(C1CCCCC1)S(=O)(=O)c1ccc2c(c1)c(=O)c(C(=O)NCCN1CCCC1)cn2C | -9
Cc1ccc(C(=O)Cn2c3ccccc3n3nc(-c4ccco4)nc23)cc1 | -5
O=C(CSC1=Nc2ccccc2C2=NC(CC(=O)NC3CCCCC3)C(=O)N12)NC1CCCCC1 (centres undefined) | -6
Cc1cc(Cl)ccc1OC(C)C(=O)Nc1ccc(S(N)(=O)=O)cc1 (centres undefined) | -6
O=C(O)c1ccc2c(=O)n(-c3ccc(F)cc3)c(=O)[nH]c2c1 | 0

# Continued.
smiles | 14-3-3 PPI
N=c1sc2ccccc2n1-c1ccccc1 | -8
O=C(COc1ccccc1)Nc1nnc(-c2ccccc2)o1 | -3
Cc1cc(C(=O)Nc2sc3c(c2C#N)CCCC3)ccc1[N+](=O)[O-] | -23
CC(C)CCNC(=O)C1CCN(S(=O)(=O)N2CCC(C)CC2)CC1 | -22
Cc1ccc(C2C(=O)N(C3CCC(C)CC3)CC(=O)N2C2CC2)cc1 (centres undefined) | 4&-4
Cc1nc2ccc(NC3=NCCCCC3)cc2s1 | 0
O=C(CCn1c(=O)oc2ccccc21)Nc1ccc2c(c1)OCCO2 | -1
CC1(C)Oc2ccc(C(=O)N3CCc4ccccc43)cc2N(CC(=O)N2CCCC2)C1=O | -3
CCN(CC)S(=O)(=O)c1cccc(-c2nnc(SC(C)C#N)n2Cc2ccccc2)c1 (centres undefined) | -1
COCc1nc(-c2ccc(-c3ccc(OC)cc3)nc2OC)no1 | -5

# Structures from the list above that contain a nitro group on carbon (3):
smiles | 14-3-3 PPI
O=C(CSc1nc2ccccc2n1S(=O)(=O)c1ccccc1)Nc1ccc([N+](=O)[O-])cc1Cl | -12
O=C(c1ccccc1)c1ccc(Cl)cc1N=Cc1cc([N+](=O)[O-])ccc1O | 7
Cc1cc(C(=O)Nc2sc3c(c2C#N)CCCC3)ccc1[N+](=O)[O-] | -23

# Remaining list, next part:
smiles | 14-3-3 PPI
Fc1ccc2nc3c(nc2c1)c1ccccc1n3Cc1cc(Cl)cc2c1OCOC2 | 3
CC1(C)CC(=O)C2=C(C1)c1c(ccc3ccccc13)NC2c1ccc(Br)cc1 (centres undefined) | 3
O=C(CN1C(=O)c2ccccc2C1=O)N1CCN(c2ccccc2)CC1 | 5
CCN1CCN(c2cc(C)c3cc(NC(=O)CCC(=O)NC4CCCCC4)ccc3n2)CC1 | -4
COc1ccccc1NC(=O)CSc1nnc(-c2ccc(N)cc2)n1C | 0
COc1ccccc1C(=O)NC(NCCOC12CC3CC(CC(C3)C1)C2)(C(F)(F)F)C(F)(F)F | 2
O=C(O)CN1C(=O)COc2ccc(Cl)cc21 | -1
COc1cccc(C2C(=O)N(C3CCC(C)CC3)CC(=O)N2Cc2ccccc2Cl)c1OC (centres undefined) | 3
COc1cc(C2NC(=O)NC(C)=C2C(=O)OCCc2ccccc2)cc(OC)c1OC (centres undefined) | -7
CNC(=O)C1=C(C)NC(=S)NC1c1ccc(OCC(C)C)cc1 (centres undefined) | -1

# An excerpt from above in order of their number in 14-3-3 PPI, rising:
smiles | 14-3-3 PPI
COc1cc(C2NC(=O)NC(C)=C2C(=O)OCCc2ccccc2)cc(OC)c1OC (centres undefined) | -7
COc1ccccc1NC(=O)CSc1nnc(-c2ccc(N)cc2)n1C | 0
COc1ccccc1C(=O)NC(NCCOC12CC3CC(CC(C3)C1)C2)(C(F)(F)F)C(F)(F)F | 2
COc1cccc(C2C(=O)N(C3CCC(C)CC3)CC(=O)N2Cc2ccccc2Cl)c1OC (centres undefined) | 3
O=C(CN1C(=O)c2ccccc2C1=O)N1CCN(c2ccccc2)CC1 | 5

# (list continues)
smiles | 14-3-3 PPI
CCOc1ccc(-n2c(Cc3cc(=O)[nH]c(=O)[nH]3)nnc2SC(C)C)cc1 | 4
CCC1CCCCN1CCCNC(=O)C1CCC(=O)N1C1CCCC1 (centres undefined) | -1
CN(C)CCCN1C(=O)C(=O)/C(=C(/O)c2ccccc2)C1c1ccco1 (centres undefined) | 7
CCOC(=O)CCC(=O)NCc1ccc2[nH]c(C)cc2c1 | 0&-8
Nc1ccc2nc(SCC(=O)Nc3ccc(F)c([N+](=O)[O-])c3)sc2c1 | -3
O=S(=O)(Nc1nnc(-c2ccccc2)s1)c1ccc(Cl)cc1 | -14
COc1cc(C(=O)Nc2cnc(NC(=O)C(C)C)cc2C)cc(OC)c1OC | -6
Cc1c(Cc2ccccc2)c(=O)oc2c(C)c(OCc3nn[nH]n3)ccc12 | -23
CC(CN(C)Cc1ccccc1)OC(=O)C1COc2ccccc2O1 (centres undefined) | -4
O=C(CSc1n[nH]c(-c2ccccc2Br)n1)NC(=O)NCc1ccco1 | 0

# Grouped by structure: the entries above containing a cyano group
smiles | 14-3-3 PPI
Cc1cc(C(=O)Nc2sc3c(c2C#N)CCCC3)ccc1[N+](=O)[O-] | -23
CCN(CC)S(=O)(=O)c1cccc(-c2nnc(SC(C)C#N)n2Cc2ccccc2)c1 (centres undefined) | -1

# New compounds follow.
smiles | 14-3-3 PPI
CCOc1ccc2nc(Nc3ncc4c(n3)CC(C)(C)CC4=O)nc(C)c2c1 | -54
Cc1nnc(SCC(=O)NCc2ccc3c(c2)OCO3)s1 | -3
O=C(NCc1ccc(F)cc1)c1cccc(-n2c(=S)[nH]c3cc(Cl)ccc3c2=O)c1 | 1
Cn1c2ccccc2c2nnc(SCC(=O)Nc3ccccc3F)nc21 | 2
C=CCN(C(C)=O)c1nc(C)c(Br)c(OC)n1 | 9
CC(C)c1ccc(NC(=O)CCNS(=O)(=O)c2cccc3nonc23)cc1 | 1&-5
O=C(CCCCCN1C(=O)c2cccc([N+](=O)[O-])c2C1=O)Nc1ccc(F)cc1 | -5
O=C(CCC(=O)OCC(=O)c1ccc(Br)cc1)Nc1ccccc1Cl | -6
CC(C)C(NC(=O)C1CCCCC1)C(=O)Nc1ccc2c(c1)OCCO2 (centres undefined) | -8&-12
Cc1ccc(-n2nc(C(=O)N3CCOCC3)c3c4ccccc4n(C)c3c2=O)cc1 | 6

# (list continues)
SMILES | 14-3-3 PPI
CC1=C(C(=O)OCc2ccccc2)C(c2cccnc2)n2ncnc2N1 (centres undefined) | -1
CCC(C)c1ccc(NC(=O)c2cccc(Cl)c2)cc1 (centres undefined) | -10
FC(F)(F)COc1nc(NCCOC23CC4CC(CC(C4)C2)C3)nc(OCC(F)(F)F)n1 | 5
O=S(=O)(c1ccc(Cl)cc1Br)N1CCCCC1 | 1
Cc1ccc(N2C(=O)C3ON(c4ccccc4)C(c4ccncc4)C3C2=O)cc1 (centres undefined) | 1
Cn1c(=O)c2c(nc(SCC(=O)Nc3ccccc3N3CCCCC3)n2C)n(C)c1=O | -7
Oc1sc(-c2ccccc2)cc1/C=N/c1nc(-c2ccccc2)cs1 | -14
N#Cc1c(SCc2ccc([N+](=O)[O-])cc2)nsc1SCc1ccc([N+](=O)[O-])cc1 | -9
COc1cccc(CNc2sc3c(c2C(=O)Nc2cc(OC)ccc2OC)CCC3)c1 | -140
O=C1CSC(c2cc3c(cc2[N+](=O)[O-])OCO3)N1c1ccccc1F (centres undefined) | -6
Cc1ccc(C2SCC(C(=O)O)N2C(=O)c2ccc(Cl)cc2)cc1 (centres undefined) | 3
Cc1ccc(OCCC(=O)Nc2c(C)n(C)n(-c3ccccc3)c2=O)cc1 | 6
O=c1c2ccccc2ncn1Cc1ccco1 | -1
CCCc1cc(=O)oc2cc(C)cc(OCc3nn[nH]n3)c12 | -1
CC1CCCN(C(=O)Cn2ncc3c(=O)oc4ccccc4c32)C1 (centres undefined) | 3
Oc1ccccc1O | 0
FC(F)Oc1ccc(C2=CC(c3ccccc3OC(F)F)n3ncnc3N2)cc1 (centres undefined) | -2
CCN(CC)C(=O)COc1ccc(-c2nnc(N3CCOCC3)c3ccccc23)cc1 | 0
CC1(C)SC2c3ccccc3C(=O)N2[C@@H]1C(=O)NCCCN1CCOCC1 (some centres undefined) | -3
O=[N+]([O-])c1ccc(N2CCN(CCO)CC2)cc1Sc1nc2ccccc2[nH]1 | 3
CC1=NC(Nc2nc(C)c3ccccc3n2)=NC(C)(C)C1 | -8
Cc1nn(CC(=O)Nc2cccc(O)c2)c(C)c1[N+](=O)[O-] | -2
CCc1ccc(N2CN(CC)CNC2=S)cc1 | -2
COc1cccc(CSCC(=O)NC2CCCCC2C)c1OC (centres undefined) | -9
COc1ccc(OCC(=O)Nc2ncc(Cc3ccc(Br)cc3)s2)cc1 | 8
O=c1ccc2cc(N=Cc3cccc([N+](=O)[O-])c3)ccc2o1 | 2
CCN(CC)CC12CC3CCC(CC(C3)C1)C2 | -1
CCOc1ccc(N=C2NC(=O)SC2=CC=Cc2ccccc2)cc1 | -31
COc1ccc2cc(C(=O)Nc3ccccc3)c(=Nc3ccc(F)cc3)oc2c1 | -19
C=CCNc1nc2c(c(=O)[nH]c(=O)n2C)n1C | 7
COC(=O)C1=C(C(=O)OC)SC(=C2C(=S)C(C)(C)N(C(=O)c3ccc(Br)cc3)c3c(OC)cccc32)S1 | 1
Cn1c2ccc(Br)cc2c2nc3ccccc3nc21 | 1
O=C(Nc1ccc(Cl)cc1C(O)c1ccccc1)c1cc2n(n1)C(C(F)(F)F)CC(c1ccccc1)N2 (centres undefined) | -5
CCn1c(SCC(=O)Nc2nonc2C)nnc1-c1ccoc1C | 1
CCS(=O)(=O)Nc1cccc(C2=NN(S(=O)(=O)CC)C(c3ccccc3)C2)c1 (centres undefined) | -247
CCOC(=O)c1cc2c(=O)n3ccccc3nc2n(C(C)C)c1=NC(C)=O | -3
CCN(CC)C(=O)CNC(=O)c1nn(-c2ccc(OC)c(Cl)c2)c(=O)c2ccccc12 | -23
COc1ccc([N+](=O)[O-])cc1CSc1nc2ccc(NC(=O)c3ccccc3C(=O)N3CC(C)OC(C)C3)cc2s1 (centres undefined) | -9
CCN(CC)c1ccc(C2C3CCCCC3(O)CCN2CC(=O)N2CCCCC2)cc1 (centres undefined) | -13
CCOc1ccccc1OCCCC(=O)N1CCN(S(=O)(=O)c2ccc(C)cc2)CC1 | 2
Cc1cc(Nc2nc3ccccc3[nH]c2=O)n(-c2ccccc2)n1 | 2
Cc1ccc(NC(=O)CS(=O)CC(=O)NC(C)CCc2ccco2)cc1Cl (centres undefined) | -2
CC(=O)Nc1nc(-c2ccc(Cl)cc2)nc2c1c(=O)oc1ccccc12 | -3

# Screening results: PubChem, Emory University Molecular Libraries Screening Center

# This is a subset (hit frequency here may not be typical).
